Screening results (PubChem)
GDH-TPI inh = counter-screen for M. tuberculosis FBA inhibitors: GDH-TPI coupled enzymes. GDH-TPI coupled enzyme counterscreen, NADH absorbance. 360,000 compounds, 1.2% hits. inhibition, % at 4.8 µM; in the data active = inhibition above about 30%;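 also: 0% = DMSO wells and 100% = wells lacking the enzyme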
MazEF act = MazEF (E. coli) toxin RNase activation; 350,000 compounds, 0.32% hits; FAM/BHQ RNA-DNA oligo cleavage fluorescence, 5 h; P0AE70; activation, % at 20 µM; AID 504720; in the data active = activation above about 50%
Target sequence (P0AE70 whole entry, looked up): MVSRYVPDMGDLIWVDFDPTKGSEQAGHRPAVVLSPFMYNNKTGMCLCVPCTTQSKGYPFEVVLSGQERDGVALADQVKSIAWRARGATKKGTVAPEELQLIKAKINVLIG
UGM FP inh = blocks M. tuberculosis UGM enzyme. P9WIQ1. purified UGM, fluorescence polarization probe displacement. inhibition, % at 10 µM. 320,000 compounds, 0.06% hits. AID 504406; in the data active = inhibition above about 10%, passing the limit was not always enough; inconclusive = no clear call, values can overlap the other calls
PrPC surface inh = cell surface PrPC inhibition, primary TR-FRET screen; 370,000 compounds, 0.43% hits; TR-FRET read-out; inhibition, % at 13.8 µM; P04156; AID 720596; in the data active = inhibition above about 24%; also: 0% = median of the test wells and 100% = reference compound wells
Rv3671c protease = Rv3671c (M. tuberculosis) protease inhibition | 320,000 compounds, 0.048% hits | inhibition, % at 5.96 µM | P9WHR9; in the data active = inhibition above about 38%;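 also: extracellular domain of Rv3671c used as enzyme; 0% = enzyme with DMSO and 100% = no enzyme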
Target sequence (P9WHR9 whole entry, looked up, the tested form may be a part): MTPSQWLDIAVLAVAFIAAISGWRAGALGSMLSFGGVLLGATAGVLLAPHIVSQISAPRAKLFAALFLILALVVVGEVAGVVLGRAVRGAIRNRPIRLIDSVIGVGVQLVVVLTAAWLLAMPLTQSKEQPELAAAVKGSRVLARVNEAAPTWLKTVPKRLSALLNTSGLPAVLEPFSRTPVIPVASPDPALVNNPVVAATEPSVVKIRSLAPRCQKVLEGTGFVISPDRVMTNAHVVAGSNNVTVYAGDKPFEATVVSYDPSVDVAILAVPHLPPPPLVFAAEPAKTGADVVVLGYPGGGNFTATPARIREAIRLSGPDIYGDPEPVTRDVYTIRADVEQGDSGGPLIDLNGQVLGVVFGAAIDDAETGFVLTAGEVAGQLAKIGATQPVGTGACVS
FadD28 FP inh = M. tuberculosis FadD28 bisubstrate binding inhibition. FadD28 bisubstrate probe binding, fluorescence polarization. inhibition, % at 12.5 µM. 360,000 compounds, 0.22% hits; in the data active = inhibition above about 8.5%, passing the limit was not always enough; inconclusive = no clear call, values can overlap the other calls
BioA inh = BioA (M. tuberculosis) enzyme inhibition; purified M. tuberculosis BioA enzyme, plate reader; inhibition, % at 9.99 µM; 360,000 compounds, 0.096% hits; AID 602481; in the data active = inhibition above about 40%; inconclusive = no clear call, values can overlap the other calls
Mtb FBA inh = Mtb fructose-bisphosphate aldolase inhibition. purified M. tuberculosis FBA, fluorescence read-out. inhibition, % at 1 µM. 360,000 compounds, 2.3% hits; in the data active = inhibition above about 27%;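 also: 0% = vehicle and 100% = reference inhibitor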
Target sequence (P9WQA3 whole entry, looked up): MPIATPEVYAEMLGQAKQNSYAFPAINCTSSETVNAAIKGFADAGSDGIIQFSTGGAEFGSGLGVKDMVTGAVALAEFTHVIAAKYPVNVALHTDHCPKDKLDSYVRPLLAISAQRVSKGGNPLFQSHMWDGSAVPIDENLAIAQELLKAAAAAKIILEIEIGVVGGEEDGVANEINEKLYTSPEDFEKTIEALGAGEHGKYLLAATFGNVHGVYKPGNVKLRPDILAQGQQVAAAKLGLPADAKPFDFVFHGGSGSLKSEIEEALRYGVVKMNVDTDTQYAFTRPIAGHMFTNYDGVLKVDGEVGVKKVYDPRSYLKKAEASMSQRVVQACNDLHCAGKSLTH
BoNT-F LC inh = inhibitors of Botulinum neurotoxin F light chain protease; AID 588497; Multiplex microsphere protease cleavage assay, flow cytometry; inhibition, % at 10 µM; 360,000 compounds, 0.22% hits; in the data active = inhibition above about 35%, passing the limit was not always enough; inconclusive = no clear call, values can overlap the other calls; also: plate controls were buffer without enzyme for full effect and enzyme alone for no effect
Numbers without * were called inactive; u = inconclusive; x = no result given.

SMILES	GDH-TPI inh	MazEF act	UGM FP inh	PrPC surface inh	Rv3671c protease	FadD28 FP inh	BioA inh	Mtb FBA inh	BoNT-F LC inh
CN(C)S(=O)(=O)c1ccc2nnn(OCC(=O)NC3CCS(=O)(=O)C3)c2c1 (stereo not given)	-9	1	-0.2	6	-5	-2.5	-1.2	-1	9
CCCc1cc(=O)n2[nH]c(C)c(-c3ccccc3)c2n1	0	1	3.8	3	3	-0.9	-1.9	27*	-15
Cc1ccc(C(O)C(=O)c2ccco2)cc1 (stereo not given)	1	2	3.8	3	-7	0.6	-0.2	1	6
O=C(NNC(=O)C12CC3CC(CC(C3)C1)C2)c1cccc(O)c1	-5	5	-0.8	14	0	0.1	0.5	0	-7
O=C(NNC(=O)C1CCN(Cc2ccc(Cl)c(Cl)c2)CC1)c1cccs1	-3	8	1.7	8	3	-0.9	1.1	-1	-6
COCCN(C(=O)Cc1cccs1)C(C(=O)NCc1ccc(OC)cc1)c1ccc(C(C)C)cc1 (stereo not given)	-11	-7	0.7	-5	-1	-1.7	-0.3	-5	-17
O=C(c1ccccc1Oc1nnnn1-c1ccccc1)N1CCOCC1	5	3	1.3	-2	-1	-1.8	5.9	3	-11
NC(N)=N/N=C/c1ccccc1	16	0	-1.6	0	-1	1.1	x	0	-4
O=C(Nc1ccc(C(=O)N2CCCC2)cc1)c1cccc(C(F)(F)F)c1	6	3	3.1	5	-3	1.5	-1.3	1	2
CC(C)(C)c1nc(SCC(=O)NNC(=O)c2ccccc2)c2ccccc2n1	-1	5	-3.5	45*	4	-4.0	3.9	0	-9
Cn1nnc2c[n+](CC(=O)c3ccc(Cl)cc3)cc(Br)c21	15	9	1.0	2	-2	-2.2	-0.4	0	-1
COc1cccc(-c2ncc3ccccc3c2CO)c1	4	4	-3.1	-9	13	u	-1.8	-2	-8
CN(C)CCCNCCCNC(=O)/C(=N\O)c1ccccn1	-5	2	-0.1	5	-13	0.0	-1.1	-2	-3
CC(=O)NCCCC(=O)NC(CCC(=O)OCc1ccccc1)C(=O)OCc1ccccc1 (stereo not given)	5	2	0.5	3	-2	-1.7	0.2	0	1
O=C(c1ccc2nc3ccccc3c(=O)n2c1)N1CCN(Cc2ccc3c(c2)OCO3)CC1	4	-2	-0.7	-38	-9	-3.3	-0.2	69*	6
CC12C=CC(=O)CC1CCC1C2CCC2(C)C(O)C(O)CC12 (stereo not given)	0	9	x	4	x	-2.4	5.1	-3	2
CC1CCCCC1NC(=O)Cn1c(=O)cnc2ccccc21 (stereo not given)	-4	-4	3.7	-5	-8	-2.7	0.3	1	7
O=C(CCN1C(=O)/C(=C/c2ccccc2Cl)SC1=S)NC1CCS(=O)(=O)C1 (stereo not given)	-13	3	1.1	2	5	0.9	-0.8	5	4
COc1cccc(-c2nnn(CC(C)=O)n2)c1	2	3	0.6	0	4	-2.5	-2.7	9	-12
COC(=O)c1ccccc1NC(=O)CN1CCN(c2ccccn2)CC1	-7	6	-1.5	3	-8	-3.6	x	-2	1
CS(=O)(=O)N1CCN(c2ccc(NC(=O)c3ccc(Br)o3)cc2)CC1	5	9	-0.3	-4	-7	-2.9	1.3	1	-7
CCc1ccc(N2CC(C(=O)Nc3ccc(S(=O)(=O)Nc4nccs4)cc3)CC2=O)cc1 (stereo not given)	-3	-3	3.9	-5	-11	3.5	-0.2	1	7
CC(C)(C)c1cc(CCC(=O)NNC(=O)c2ccncc2)cc(C(C)(C)C)c1O	6	1	x	-8	-3	-2.7	-0.5	4	-3
CCC(C)C(=O)Nc1cc(C(=O)OC)ccc1C(=O)OC (stereo not given)	8	-1	0.6	x	4	-4.5	x	6	3
Cc1ccc(-n2nnc(-c3cccnc3)n2)cc1	-15	4	-1.0	6	0	-2.5	1.6	-4	-5

3 entries out of the list, ordered by molecular weight, smallest number first:
SMILES	GDH-TPI inh	MazEF act	UGM FP inh	PrPC surface inh	Rv3671c protease	FadD28 FP inh	BioA inh	Mtb FBA inh	BoNT-F LC inh
CCCc1cc(=O)n2[nH]c(C)c(-c3ccccc3)c2n1	0	1	3.8	3	3	-0.9	-1.9	27*	-15
CCC(C)C(=O)Nc1cc(C(=O)OC)ccc1C(=O)OC (stereo not given)	8	-1	0.6	x	4	-4.5	x	6	3
CCc1ccc(N2CC(C(=O)Nc3ccc(S(=O)(=O)Nc4nccs4)cc3)CC2=O)cc1 (stereo not given)	-3	-3	3.9	-5	-11	3.5	-0.2	1	7

Reformatted: results already given
| Structure | GDH-TPI inh | MazEF act | UGM FP inh | PrPC surface inh | Rv3671c protease | FadD28 FP inh | BioA inh | Mtb FBA inh | BoNT-F LC inh |
| --- | --- | --- | --- | --- | --- | --- | --- | --- | --- |
| CN(C)S(=O)(=O)c1ccc2nnn(OCC(=O)NC3CCS(=O)(=O)C3)c2c1 (stereo not given) | -9 | 1 | -0.2 | 6 | -5 | -2.5 | -1.2 | -1 | 9 |
| CCCc1cc(=O)n2[nH]c(C)c(-c3ccccc3)c2n1 | 0 | 1 | 3.8 | 3 | 3 | -0.9 | -1.9 | 27* | -15 |
| Cc1ccc(C(O)C(=O)c2ccco2)cc1 (stereo not given) | 1 | 2 | 3.8 | 3 | -7 | 0.6 | -0.2 | 1 | 6 |

Going on with the list:
SMILES	GDH-TPI inh	MazEF act	UGM FP inh	PrPC surface inh	Rv3671c protease	FadD28 FP inh	BioA inh	Mtb FBA inh	BoNT-F LC inh
CNc1cc(CS(=O)c2ccccc2)nc(-c2ccccc2)n1 (stereo not given)	5	5	-0.8	2	-4	0.0	0.5	2	-42
COc1cc(-n2nc(C)c3c2OC(N)=C(C#N)C3c2ccccc2)c(Cl)c(Br)c1O (stereo not given)	15	11	3.3	-1	-5	4.6	5.2	-8	-13
C/C(CC(=O)Nc1ccc(N(C)C)cc1)=N\NC(=O)c1ccc(F)cc1	6	-12	0.2	1	6	-1.4	-2.9	1	u
Cc1ccc(OCCN2CCN(C(=O)CCC(=O)Nc3nnc(C(C)C)s3)CC2)cc1	1	-2	0.6	4	0	1.8	-2.6	-1	-2
O=C(NCc1ccc2c(c1)OCO2)c1ccc2snnc2c1	4	-1	4.1	-1	1	-2.6	0.2	-5	0
O=C(Nc1ccc(C(=O)O)cc1)/C(=C\c1ccco1)NC(=O)c1ccc(Br)cc1	40*	-2	x	-13	x	-1.7	-0.5	-1	-1
O=C(c1nc2ccc(Cl)cn2c1CNCC[C@@H]1C[C@@H]2C=C[C@H]1C2)N1CCCCCCC1	-2	-6	-3.2	6	-9	-3.7	-6.8	-2	-17
Cc1cccc(N(C(=O)CCC(=O)Nc2cc(C)on2)C(C(=O)NC2CCCC2)c2ccncc2)c1 (stereo not given)	3	11	1.9	-1	-1	-1.5	-0.6	-4	2
Clc1ccc2nc(-c3ccccc3)c(CC3CCCCC3)n2c1	x	x	x	-2	x	-4.8	-3.5	2	6
CC1Cc2ccccc2N1C(=O)C1CCN(S(=O)(=O)Cc2ccccc2)CC1 (stereo not given)	-5	0	-3.2	4	0	-3.3	0.8	1	3
Cc1ccc(OCC(=O)NCc2ccccn2)c(Br)c1	-3	8	0.7	2	-3	-4.2	1.1	2	u
COc1ccccc1-n1c(SCC(=O)NC2CCCC2)nc2cccnc21	2	1	3.0	-3	-3	-4.3	0.5	1	-7
CCOCCc1c(O)nc(SCC(=O)N2CCOCC2)[nH]c1=O	-1	1	-0.2	8	1	-1.2	x	3	-18
CCOc1ccc(/C=N/NC(=O)C2(O)c3ccccc3-c3ccccc32)cc1	1	3	-1.0	1	-10	-3.0	-3.8	0	1
O=c1c2ccccc2c(-c2ccccc2)nn1-c1cc(Cl)cc(Cl)c1	0	4	-0.8	8	0	0.0	0.1	-2	x
COc1cc(NC(C)CCCNC(C)C)c2ncccc2c1OC (stereo not given)	6	-65	x	-7	x	1.4	-1.1	5	-12
CCCCCCOc1ccc(N2C(=O)CC(N(CCc3ccc(S(N)(=O)=O)cc3)C(C)=O)C2=O)cc1 (stereo not given)	-1	2	2.3	-2	-4	-4.0	x	-5	-1
CCOC(=O)Cn1cnc2c(cnn2-c2ccc(OC)cc2)c1=O	2	8	-4.7	3	-1	-0.7	4.0	1	-36
CC1CCc2[nH]c3ccc(C(=O)O)cc3c2C1 (stereo not given)	-8	3	2.1	7	2	-2.6	-1.7	4	11
O=C(CC1NCCNC1=O)NC1Cc2ccccc2C1 (stereo not given)	-6	-1	0.4	-4	-6	-1.1	8.0	0	u
CCC(=O)Nc1ccc(C(=O)NNC(=O)c2ccccc2)cc1	4	7	2.1	-1	1	-0.5	x	-1	0
COC(=O)C(C)Sc1nc2c(c(=O)n(C)c(=O)n2C)n1CCC(C)C (stereo not given)	5	7	1.0	6	-14	-3.2	x	-1	-4
CCOc1ccccc1/C=N/NC(=O)Cc1csc(Nc2cccc(C(F)(F)F)c2)n1	11	4	1.4	-6	-2	-1.4	-1.3	-2	-5
CS(=O)(=O)N(CC(=O)NCc1ccco1)c1ccc(Cl)c(C(F)(F)F)c1	-6	-1	1.9	10	-4	-5.3	1.8	0	13
Cc1ccc(NC(=O)Cn2c(=O)oc3ccccc32)c(C)c1	-3	7	0.2	8	-8	1.4	-1.0	0	x

(continued)
SMILES	GDH-TPI inh	MazEF act	UGM FP inh	PrPC surface inh	Rv3671c protease	FadD28 FP inh	BioA inh	Mtb FBA inh	BoNT-F LC inh
S=C(Nc1cccc(Cl)c1)Nc1ccccc1Oc1ccccc1	-1	-6	-1.5	-6	-2	-0.7	-1.0	4	2
CCOC(=O)/C(C#N)=C\c1ccc(N2CCN(C/C=C/c3ccccc3)CC2)cc1	11	-2	6.0	-3	-7	1.9	x	-2	20
O=C(CSc1ncc(C(F)(F)F)cc1Cl)N1CCNC1=O	2	8	-3.4	4	-7	-0.4	-1.3	-1	5
C=CCN(CC=C)c1nc2ccccc2nc1C(C#N)C(=O)OC(C)C (stereo not given)	10	-4	-1.7	-12	-4	-2.6	-4.1	36*	1
NC(=O)CCC(NS(=O)(=O)c1ccc(Cl)cc1)C(=O)NCc1ccc(Cl)cc1 (stereo not given)	-7	3	-2.7	-3	-1	-0.7	x	0	-2
N#CCOc1ccc(C2=NO[C@@H]3[C@@H]4C[C@@H]([C@H]5C(=O)N(c6ccc7c(c6)OCO7)C(=O)[C@@H]45)[C@H]23)cc1	1	-4	1.0	6	-4	-3.9	x	1	5

Pulled by structure from above, two records:
SMILES	GDH-TPI inh	MazEF act	UGM FP inh	PrPC surface inh	Rv3671c protease	FadD28 FP inh	BioA inh	Mtb FBA inh	BoNT-F LC inh
N#CCOc1ccc(C2=NO[C@@H]3[C@@H]4C[C@@H]([C@H]5C(=O)N(c6ccc7c(c6)OCO7)C(=O)[C@@H]45)[C@H]23)cc1	1	-4	1.0	6	-4	-3.9	x	1	5
O=C(CSc1ncc(C(F)(F)F)cc1Cl)N1CCNC1=O	2	8	-3.4	4	-7	-0.4	-1.3	-1	5
